Assay outcomes deposited in PubChem BioAssay by several laboratories.
NOD1 inhibition: inhibition of NOD1-driven NF-kB reporter – cell-based, luminescence, uHTS, primary screen (AID 1578); NOD1-driven NF-kB luciferase reporter cells, luminescence; higher % means a stronger effect; inhibition, % at 4 µM, or EC50 in µM where a hit was titrated; 1% of 290,000 active; in the data active = inhibition mostly above about 36%, no sharp cut-off; inactive = mostly below about 34%;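 note: HEK-293T reporter cells stimulated with the NOD1 agonist gamma-tri-DAP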
SIAH1 antagonists: blockers of Siah-1 interaction with plectin peptide – biochemical, fluorescence polarization, rhodamine-plectin, uHTS, primary screen (AID 1817); Siah-1 / rhodamine-plectin peptide fluorescence polarization; higher % means a stronger effect; displacement, % at 20 µM, or IC50 in µM where a hit was titrated; 0.02% of 290,000 active;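 active = displacement of at least 50% at 20 µM, with a fluorescence ratio check between 0.3 and a set limit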;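 note: plate controls were Siah plus tracer with DMSO for no effect and tracer alone without Siah for full effect; strong numbers were not always called active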
HIV peptide binding: inhibitors of HIV fusion peptide binding, primary screen, biochemical, uHTS, fluorescence dequenching (AID 1986); cell-free peptide binding, fluorescence dequenching, 30 min; higher % means a stronger effect; one-dose inhibition, % at 20 µM; IC50 in µM for titrated hits; 0.3% of 290,000 active; in the data active = inhibition mostly above about 52%, no sharp cut-off; inactive = mostly below about 76%; note: some results filed as inactive read as strong as hits
LYP inhibition: inhibitors of LYP phosphatase, biochemical, fluorescence intensity, uHTS (AID 1779); 0.054% of 290,000 active; one-dose inhibition, % at 11.5 µM; IC50 in µM for titrated hits; recombinant LYP phosphatase, fluorescence intensity; higher % means a stronger effect;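 note: plate controls were vehicle with enzyme for no effect and no enzyme for full effect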
KOR beta-arrestin-1: KOR agonists, beta-arrestin recruitment, primary screen, cell-based, luminescence, uHTS (AID 1777). KOR beta-arrestin recruitment, luminescence; higher % means a stronger effect. one-dose activation, % at 10 µM; EC50 in µM for titrated hits. 0.02% of 280,000 active; in the data active = activation above about 50%, passing the limit was not always enough; note: a part of the inactive calls stands beside numbers as strong as those of hits
NOD2 inhibition: inhibition of NOD2-driven NF-kB reporter – cell-based, luminescence, uHTS, HEK293 (AID 1566); HEK293 NOD2/NF-kB luciferase reporter, luminescence; higher % means a stronger effect; inhibition, % at 4 µM; hits with a dose series show EC50 in µM; 0.63% of 290,000 active; note: many of its hits are not listed in these tables
PhoP inhibition: PhoP-dependent GFP reporter repression – Salmonella Typhimurium, primary screen (AID 1863); 0.16% of 300,000 active; inhibition, % at 50 µM; hits with a dose series show IC50 in µM; S. Typhimurium PhoP-regulated promoter GFP reporter, 4 h; higher % means a stronger effect;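 active = inhibition over 29.93%, a cutoff 3 SD above the screen mean, later confirmed by dose response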;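 note: 0% = low Mg2+ inducing control and 100% = high Mg2+ repressing control; strong numbers were not always called active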
Myeloid diff 2: compounds promoting myeloid differentiation. calls only at 10 µM. 1% of 360,000 active. ER-HoxA9 myeloid progenitors, lysozyme-GFP differentiation, flow cytometry. AID 624256;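 active = normalized GFP-positive differentiation at or above the plate's own cutoff, the solvent-only control mean plus 3 SD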;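 note: cells exposed to compound for four days before flow analysis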
KOR beta-arrestin-2: kappa opioid receptor blockers – cell-based, luminescence, uHTS (AID 1778). KOR beta-arrestin recruitment, luminescence, antagonist mode; higher % means a stronger effect. one-dose inhibition, % at 10 µM; IC50 in µM for titrated hits. 0.091% of 290,000 active; note: strong numbers were not always called active
Myeloid diff 2 GFP+ MAC1+ %: further read-out of Myeloid diff 2, marked with its call; GFP+ MAC1+ double positive, %; measured here: differentiation confirmed by MAC1 staining
Numbers without * were called inactive; i = inactive; · = not tested or not shown; + = active, no number; [ ] = another dose, or the depositor's remark. Cut-off read from the data, not from the text of the source, unless noted: active = inhibition above about 50%; inactive = the rest. The list is partial (hit frequency here may not be typical).

SMILES	NOD1 inhibition	SIAH1 antagonists	HIV peptide binding	LYP inhibition	KOR beta-arrestin-1	NOD2 inhibition	PhoP inhibition	Myeloid diff 2	Myeloid diff 2 GFP+ MAC1+ %	KOR beta-arrestin-2
O=C(NCCN1CCCC1=O)Nc1ccccc1	-30%	-1%	-1.1%	-8%	-4.8%	0%	8%	i	0.2	29%
O=C1NC(=Nc2ccccc2Cl)S/C1=C\c1cc([N+](=O)[O-])ccc1O	-34%	-4%	89%*	-2%	2.1%	-33%	-4%	i	0.2	-16%[20 µM]
CC(C)NS(=O)(=O)c1cc(F)ccc1CN1C(=O)c2cccnc2C1=O	-5%	6%	0.5%	-8%	7.8%	-2%	15%	i	0.6	-28%
COc1cccc(CNC(=O)Cn2ccc3cc(S(=O)(=O)N4CCCC4)ccc32)c1	-5%	-4%	0.2%	-13%	-6.7%	20%	0%	i	4.2	-31%
O=C(NC1CCCCC1)NC12CC3CC(CC(C3)C1)C2	-14%	-4%	3.7%	-8%	-4.1%	-7%	5%	i	0.2	-13%
CC(=O)c1cccc(N(C(=O)c2ccco2)C(C(=O)NC2CCCC2)c2cccs2)c1 (stereo not drawn)	-12%	1%	-0.9%	-9%	-5.5%	17%	3%	i	0.4	13%
CCCc1cc(=O)n2c([nH]c3ccccc32)c1C#N	-5%	-5%	0.9%	-16%	-3.3%	6%	-16%	i	7.2	-8%
S=C(NCCc1ccccn1)Nc1ccc(Cl)cc1Cl	-21%	-4%	-0.6%	5%	1.8%	-5%	7%	i	0.3	-9%
COc1ccc(-c2n[nH]c(=S)n2-c2ccccc2C)cc1OC	-25%	1%	-2.0%	-5%	0.5%	-3%	2%	i	0.5	1%
CCOC(=O)C1CCN(S(=O)(=O)c2cc(C(=O)N3CCCCC3)ccc2OC)CC1	-18%	0%	0.2%	-3%	-0.5%	0%	-2%	i	1.4	2%
Nc1cc(C(=O)O)c(Oc2ccc(Cl)cc2Cl)cc1C(=O)O	-24%	-3%	10%	-14%	3.1%	-2%	9%	i	0.4	2%
Cc1ccc(C(=O)N2CCN(c3ncnc4c(-c5ccccc5)nsc34)CC2)cc1	1%	-4%	0.7%	-4%	·	25%	2%	·	·	-36%[20 µM]
CC(C)=CCC/C(C)=C/C=N/NC(=O)c1ccccc1[N+](=O)[O-]	-6%	3%	2.4%	-8%	-2.8%	7%	-1%	i	0.2	15%
COC(=O)C1=CN(C(C)C)C=C(C(=O)OC)C1c1cccc(OC)c1	14%	2%	-0.8%	-12%	-3.8%	8%	7%	i	0.4	27%
CCOC(=O)c1sc(NC(=O)CSc2nnc(Cc3ccccc3)o2)c(C#N)c1C	29%	-7%	5.2%	-3%	1.2%	43%	-13%	i	1.3	1%
Cc1cc(C)n(CC(=O)N2CCCC(N3CCN(Cc4ccc5c(c4)OCO5)CC3)C2)n1 (stereo not drawn)	-25%	-2%	-1.8%	-8%	9.0%	4%	3%	i	0.8	-3%
COc1ccc(C(=O)NC(=S)NCc2cccnc2)cc1OC	-18%	-5%	-1.8%	-7%	-4.5%	13%	-2%	i	0.8	2%
CC(C)c1nnc(NC(=O)C2CCCN2C(=O)Nc2ccccc2[N+](=O)[O-])s1 (stereo not drawn)	-10%	8%	-0.9%	-1%	-1.9%	8%	3%	i	0.7	12%
CC1=C(C(=O)NCCc2ccc(C)cc2)C2(CCC(C)CC2)OC1=O (stereo not drawn)	-13%	8%	0.6%	-5%	-0.3%	13%	5%	i	2.4	-5%
O=C(CC12CC3CC(CC(C3)C1)C2)N/N=C/c1ccncc1	-29%	-3%	-0.9%	-3%	2.3%	-1%	-5%	i	0.0	-8%
CC(C)=CCN1CCN(Cc2ccc(C#CC(C)(C)O)s2)CC1CCO (stereo not drawn)	-1%	-3%	-0.9%	-6%	-5.6%	-21%	-2%	i	0.7	6%
COc1cc(C2Nc3cccc4cccc(c34)N2)ccc1O	-8%	29%	16%	-7%	-0.2%	-7%	-3%	i	0.7	-13%
CCn1c(=O)n(CC)c2cc(N3CCCC3)c(NC(=O)c3cc(Br)ccc3OC)cc21	4%	-4%	-3.0%	-1%	0.0%	-4%	0%	·	·	18%
CC(NC(=O)COC(=O)CCc1nc(=O)c2ccccc2n1C)c1ccccc1 (stereo not drawn)	-31%	4%	-0.3%	-4%	8.2%	9%	-7%	i	0.4	-24%
CCC(C(=O)O/N=C(\N)c1ccc(Cl)cc1)c1ccccc1 (stereo not drawn)	3%	-2%	-1.9%	-7%	-4.0%	0%	-13%	i	1.2	16%
COc1cc(/C=N/NC(=O)c2cc(-c3ccc4c(c3)OCO4)n[nH]2)ccc1O	·	-16%	8.7%	-2%	4.8%	·	-7%	i	0.2	9%
COc1nc(-c2ccccc2)ccc1-c1noc(COc2ccccc2)n1	-19%	0%	0.6%	0%	5.6%	28%	6%	i	0.6	-22%
O=C(Nc1ccc(F)cc1)c1ccccc1Oc1ccc(C(F)(F)F)cc1[N+](=O)[O-]	-10%	1%	2.6%	2%	2.2%	8%	-7%	i	0.3	34%
COc1ccc(NC(=O)CCC(=O)N2CCOCC2)c([N+](=O)[O-])c1	-24%	4%	-1.3%	-8%	-2.3%	-12%	5%	i	0.9	-10%
CC(C)NS(=O)(=O)c1ccc(CCC(=O)NCc2ccccn2)cc1	-36%	9%	0.7%	-10%	-3.4%	0%	1%	i	0.6	18%[20 µM]
O=C(Nc1c2c(nn1-c1cccc(Cl)c1)CS(=O)(=O)C2)c1ccc2c(c1)OCO2	-16%	2%	20%	-9%	12%	-14%	-3%	i	1.0	-27%
Cc1occc1C(=O)Nc1sccc1C(N)=O	-34%	-2%	1.5%	-3%	4.0%	-2%	2%	i	2.4	1%
CN(C)CCNC(=O)Cc1c(C(=O)O)n(C)c2ccccc12	-4%	1%	0.5%	-9%	-2.8%	1%	·	·	·	-10%
Brc1cccc(OCCN2CCc3ccccc3C2)c1	-18%	-1%	-0.6%	-8%	-2.1%	-21%	8%	i	0.4	2%
C=CCn1cc(C(=O)N2CCN(CC)CC2)c(=O)c2cc(S(=O)(=O)N(CC)CC)ccc21	-5%	4%	0.7%	-2%	-4.8%	-5%	0%	i	0.7	2%
Clc1ccccc1CSc1snnc1-c1ccccc1	-37%	0%	-0.9%	-9%	-2.5%	-1%	-8%	i	1.2	32%

A different layout for some results above.
Values in the order: NOD1 inhibition | SIAH1 antagonists | HIV peptide binding | LYP inhibition | KOR beta-arrestin-1 | NOD2 inhibition | PhoP inhibition | Myeloid diff 2 | Myeloid diff 2 GFP+ MAC1+ % | KOR beta-arrestin-2
COc1nc(-c2ccccc2)ccc1-c1noc(COc2ccccc2)n1
→ -19% | 0% | 0.6% | 0% | 5.6% | 28% | 6% | i | 0.6 | -22%
O=C(Nc1ccc(F)cc1)c1ccccc1Oc1ccc(C(F)(F)F)cc1[N+](=O)[O-]
→ -10% | 1% | 2.6% | 2% | 2.2% | 8% | -7% | i | 0.3 | 34%
COc1ccc(NC(=O)CCC(=O)N2CCOCC2)c([N+](=O)[O-])c1
→ -24% | 4% | -1.3% | -8% | -2.3% | -12% | 5% | i | 0.9 | -10%
CC(C)NS(=O)(=O)c1ccc(CCC(=O)NCc2ccccn2)cc1
→ -36% | 9% | 0.7% | -10% | -3.4% | 0% | 1% | i | 0.6 | 18%[20 µM]

The list continues:
SMILES	NOD1 inhibition	SIAH1 antagonists	HIV peptide binding	LYP inhibition	KOR beta-arrestin-1	NOD2 inhibition	PhoP inhibition	Myeloid diff 2	Myeloid diff 2 GFP+ MAC1+ %	KOR beta-arrestin-2
O=C(c1cccs1)N1CCCC(N2CCN(c3ccc(F)cc3)CC2)C1 (stereo not drawn)	-5%	-4%	-1.7%	-9%	7.6%	6%	-4%	i	0.5	31%
COc1cc(N2CCCC2)c(OC)cc1/C=C(/C#N)c1cccc(F)c1	5%	2%	57%*	-1%	3.4%	-1%	-1%	+	78*	-17%
Cc1cc2ccccc2n1CCNC(=O)c1ccc(Br)o1	-19%	8%	23%	2%	3.6%	-62%	1%	i	3.3	0%
COc1ccc(-c2csc3nc(-c4ccccc4)oc(=O)c23)cc1OC	·	-8%	-2.4%	-1%	·	·	0%	i	0.2	-11%[20 µM]
COc1ccc(N(CC(=O)NCCc2ccc(S(N)(=O)=O)cc2)S(=O)(=O)c2c(C)noc2C)cc1	-14%	-1%	0.6%	-7%	-2.0%	7%	-2%	i	1.1	16%
Cn1c(=O)c(=O)n(C)c2cc(S(=O)(=O)NCCN3CCN(c4ccccc4F)CC3)ccc21	-4%	-3%	1.9%	-2%	2.4%	22%	-14%	i	0.6	-22%
COc1ccc(C(=S)N2CCOCC2)cc1OS(=O)(=O)c1ccccc1[N+](=O)[O-]	-15%	-1%	-3.1%	-3%	2.0%	15%	-5%	i	0.5	-35%
COc1ccc(NC(=O)c2ccccc2C(=O)N2CCCCC2)cc1	-37%	-3%	0.4%	-6%	·	-24%	-4%	i	0.4	-45%[20 µM]
CC1C/C(=N\NC(=O)c2cccnc2)CC(C)(C)C1 (stereo not drawn)	-26%	-2%	-0.9%	-9%	-3.9%	10%	2%	i	0.8	4%
C=CCn1c(SCC(=O)Nc2nnc(CC)s2)nnc1-c1cccnc1	-2%	2%	-2.7%	-3%	3.0%	12%	13%	i	1.0	-4%
COC(=O)Nc1ccc(S(=O)(=O)N2CCN(CCN3C(=O)C4C5C=CC(C5)C4C3=O)CC2)cc1 (stereo not drawn)	8%	-5%	2.2%	-9%	-2.6%	17%	-8%	i	0.5	2%
Cc1nnc(NC(=O)C2CCCC2)s1	-11%	13%	1.8%	-11%	-0.1%	10%	-2%	i	0.4	16%
Cc1cc(C)cc(N(C)S(=O)(=O)c2nnc(NC(=O)C(C)C)s2)c1	-5%	-2%	0.4%	-7%	-8.7%	20%	13%	i	0.6	-1%
CCOC(=O)C1(C)/C(=N/Nc2ccccc2Cl)C(=O)C(=O)N1c1ccccc1 (stereo not drawn)	7%	-1%	8.5%	2%	3.1%	-31%	14%	i	3.1	-35%
Nc1ccc2nc[nH]c2c1	-26%	3%	0.8%	2%	7.5%	-4%	6%	i	0.5	2%
CNC(=O)c1nc(C)n(-c2cc(Cl)cc(Cl)c2)n1	-17%	7%	-0.5%	0%	-4.1%	1%	3%	i	1.3	10%
COc1ccccc1/C=C/C(=O)OCC(=O)NCc1ccco1	-1%	34%	8.0%	-5%	-2.6%	13%	3%	i	0.8	-20%
O=C1C=CC(=O)N1c1cccc(-c2ccccc2)c1	3%	-2%	-1.9%	4%	-9.2%	10%	-1%	i	0.7	87%
C/C(=N/NC(=O)CNS(=O)(=O)c1ccccc1)c1ccc(Br)cc1	2%	2%	1.1%	-1%	-3.5%	19%	-5%	i	0.7	20%
Cc1ccc(O)c(NC(=O)c2noc3c2CCc2ccccc2-3)c1	-35%	-5%	-0.7%	-11%	-3.6%	-7%	-1%	i	0.7	14%
COc1cc(/C=N/Nc2nncc3ccccc23)cc(OC)c1OC	-10%	0%	0.2%	5%	0.7%	-80%	0%	+	30*	-26%
O=C(O)CCCC(=O)N1CCN(c2nc(-c3ccccc3Cl)c3cc(Br)ccc3n2)CC1	-11%	3%	6.8%	0%	-7.1%	35%	3%	i	0.6	14%
